# FLuc counter: qHTS profiling assay for firefly luciferase inhibitor/activator using purifed enzyme and Km concentrations of substrates (counterscreen for miR-21 project) | purified FLuc, Km substrates, luminescence inhibition | Luciferin 4-monooxygenase (Photinus pyralis), P08659 | actives 6.9% (n = 360,000) | Potency, µM (highest dose often 57.5 µM), for inactives: at the highest dose activity change, negative = inhibition, hits mostly inhibitors | AID 588342, 2011;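 further: plate controls were vehicle for no effect and reference inhibitor for full effect; nearly all actives have a fitted effect of over 55% in size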
# Target sequence (P08659 whole entry, looked up): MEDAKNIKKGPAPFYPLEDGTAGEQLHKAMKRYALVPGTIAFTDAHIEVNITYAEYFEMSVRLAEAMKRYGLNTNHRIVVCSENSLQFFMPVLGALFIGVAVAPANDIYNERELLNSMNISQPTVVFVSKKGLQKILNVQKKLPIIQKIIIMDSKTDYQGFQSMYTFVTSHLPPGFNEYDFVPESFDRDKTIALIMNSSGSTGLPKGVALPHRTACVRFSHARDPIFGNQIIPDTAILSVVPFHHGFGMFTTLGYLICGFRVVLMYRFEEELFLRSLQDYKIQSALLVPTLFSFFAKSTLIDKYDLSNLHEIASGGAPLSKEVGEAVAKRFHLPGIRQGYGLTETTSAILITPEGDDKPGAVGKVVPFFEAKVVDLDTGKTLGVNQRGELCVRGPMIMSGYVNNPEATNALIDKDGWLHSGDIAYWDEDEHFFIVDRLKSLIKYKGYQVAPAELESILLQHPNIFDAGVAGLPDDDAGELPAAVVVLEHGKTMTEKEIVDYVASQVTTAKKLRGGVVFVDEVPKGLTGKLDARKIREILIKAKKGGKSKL
#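 Purified P. pyralis luciferase, 10 nM final, with Km-level 10 uM D-luciferin and 10 uM ATP in 50 mM Tris acetate pH 7.5, 10 mM Mg acetate, 0.01% Tween-20, 0.05% BSA; 6-point qHTS titration about 60 µM downward; luminescence read.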
# BRCA1 expr act: qHTS Assay to Identify Small Molecule Activators of BRCA1 Expression | MCF7-BRCA1-FFLuc reporter, luminescence, 48 h; response scale: scaled: vehicle 0%, 10 µM genistein 100% | Potency, µM (doses to about 46.1 µM), without a hit: at the top dose activation, actives largely listed as activators | actives 1.1% (n = 380,000); further: nearly all actives have a fitted effect of over 80% in size; some results filed as inactive show a strong effect at the top dose
#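 MCF7-BRCA1-FFLuc cells, 2000/well in phenol-red-free MEM, attached 2 h then treated 48 h at 37 C. Luciferase luminescence read 15 min after reagent; normalized to genistein maximum activation (10microM) and DMSO, concentration-response fitted.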
# * hit, by the source's call; ? = inconclusive. The call rests on the fitted dose curve; in most records, active means well fitted curve in the direction sought with a large enough effect; inconclusive means small, poorly fitted or top-dose-only effect, or another doubt; inactive means no such curve, though single readings can be large; an effect the other way counts as inactive or inconclusive. Potency means the concentration at half of the fitted maximal effect.
# The line under a structure holds: BRCA1 expr act, FLuc counter
> CC(=O)c1cccc(NC(=O)CN(c2cc(C)cc(C)c2)S(=O)(=O)c2c(C)noc2C)c1
 : -27%, -10%
> Cc1oc2ncnc(N3CCCCC3)c2c1C(=O)N1CCN(c2cccc(C(F)(F)F)c2)CC1
 : -31%, -4%
> CCCC(O)c1nc2ccccc2n1Cc1ccccc1OC (configuration not stated)
 : 4%, -6%
> O=C(CN1C(=O)CCc2cc(S(=O)(=O)N3CCOCC3)ccc21)NCc1ccccc1
 : 21%, -1%
> CCc1ccc(C(=O)c2cn(CC(=O)Nc3ccc(OC)cc3)c3cc4c(cc3c2=O)OCCO4)cc1
 : 14%, -2%
> O=c1c2sc3ccccc3c2n(Cc2ccc(F)cc2)c(=O)n1Cc1ccco1
 : -5%, 0%
> COc1cccc(C(=O)Nc2ccccc2-c2nnc(-c3cc(OC)ccc3Br)o2)c1
 : 12%, -1%
> COc1ccc(CC(=O)Nc2c(C(=O)Nc3ccc(F)cc3)oc3ccccc23)cc1OC
 : 36%, -6%
> COc1ccc(C2C=C(c3ccc(Br)cc3)Nc3nnnn32)c(OC)c1 (configuration not stated)
 : 14%, -11%
> COc1ccc(NC(=O)C2CCN(c3ccc(Sc4ccc(C)cc4)nn3)CC2)cc1
 : 8%, -4%
> Cc1ccc(NC(=O)N2CCN(Cc3nc4ccc(C)cc4o3)CC2)c(Cl)c1
 : -1%, -9%
> COc1nnc(-c2ccc(N3CCCCC3)c(NC(=O)c3ccccc3)c2)c2ccccc12
 : 0%, 3%
> Cn1nc(-c2ccc(C(=O)Nc3cccc(C(F)(F)F)c3)cc2)c2ccccc2c1=O
 : 14%, -1%
> CC1=C(C(=O)OCC2CCCCC2)C(c2cccc(F)c2F)CC(=O)N1 (configuration not stated)
 : 3%, 1%
> COc1ccc(Nc2ncc3c(n2)CCN(C(=O)OC(C)(C)C)C3)cc1
 : 73%, ?
> CCOC(=O)c1c(C)oc2ccc(N(C(=O)c3ccncc3)S(=O)(=O)c3ccc(Br)cc3)cc12
 : -55%, 0%
> COc1cccc(C2CC(=O)Nc3c2c(=O)n(C)c2nc4ccccc4n32)c1OC (configuration not stated)
 : 2%, ?
> Cc1ccc(Nc2nc(N)nc(N)c2S(=O)(=O)c2ccccc2)cc1
 : -31%, 0%
> CCOc1ccc(CNCCSc2nnnn2C)cc1OC
 : -9%, 0%
> COc1ccccc1CNC(=O)CCn1c(=O)c2ccccc2n(CC(=O)Nc2ccc(C)cc2Cl)c1=O
 : 1%, 1%

# Later entries:
# The line under a structure holds: BRCA1 expr act, FLuc counter
> CCCCN(Cc1ccccc1)S(=O)(=O)c1ccc2c(c1)CC(C)N2C(=O)CC (configuration not stated)
 : 10%, -14%
> CC1CCN(c2ccc(-c3nc(-c4ccccc4)no3)cc2[N+](=O)[O-])CC1
 : 4%, -6%
> Cc1ccc(Cl)cc1NC(=O)C1CCN(C(=O)c2cnn(-c3ccccc3)c2-n2cccc2)CC1
 : -24%, 1%
> Cc1cccc(N2C(=O)CSC23C(=O)N(C)c2ccccc23)c1 (configuration not stated)
 : 1%, -8%
> CCOC(=O)c1ccc(NC(=O)c2cc3c(=O)n(C)c4ccccc4c3n2C)cc1
 : 12%, -4%
> O=C(Cn1cc(C(=O)c2ccccc2)c(=O)c2cc3c(cc21)OCCO3)Nc1ccc(F)c(F)c1
 : -6%, -7%
> COc1cccc(Cn2nc(SC)c(S(=O)(=O)c3ccccc3)c2N(C(C)=O)C(C)=O)c1
 : -14%, -2%
> COc1ccc(-c2cc3nc(C)c(CCC(=O)N4CCN(c5cccc(Cl)c5)CC4)c(C)n3n2)c(OC)c1
 : 5%, -6%
> CCOC(=O)c1ccc(N2C(=O)c3n[nH]c(-c4ccco4)c3C2c2ccc(O)c(OC)c2)cc1 (configuration not stated)
 : -47%, 1%
> Cc1ccc(NC(=O)CC2Sc3ccccc3NC2=O)c(Br)c1 (configuration not stated)
 : -2%, -5%
> CCOC(=O)c1nnc2c(-c3ccc(F)cc3)c(C)nn2c1N
 : 16%, 1%
> Cc1ccc(-n2c(=O)c3cccnc3n2CC(=O)Nc2ccc(Br)cc2)cc1C
 : -6%, -9%
> Cc1ccc(Nc2c(-c3ccsc3)nc3cccc(C)n23)cc1
 : -27%, -22%
> COc1cccc(CNC(=O)CN(c2ccc(C)cc2)S(=O)(=O)N(C)C)c1OC
 : 8%, 5%
> COc1ccc(OC)c(CNC(=O)CN2CC(C)Sc3ccccc32)c1 (configuration not stated)
 : -18%, 5%
> Cc1ccc2c(c1)N(CCC(=O)NCc1ccc(F)cc1)C(=O)CO2
 : 7%, 4%
> Cc1cccc(-c2noc(-c3ccc(NCc4ccccc4)c([N+](=O)[O-])c3)n2)c1
 : 0%, ?
> Cc1c(Cl)cccc1NC(=O)Nc1ccc2snnc2c1
 : -50%, ?
> COC(=O)c1ccccc1NC(=O)Cn1c(=O)cc(C)c2c(C)nn(-c3cccc(Cl)c3C)c21
 : 5%, 0%
> COc1cc(N2C(=O)CSC23C(=O)N(Cc2ccc(C)cc2)c2ccccc23)cc(OC)c1OC (configuration not stated)
 : -10%, -6%

# Random excerpt: three entries already listed.
# The line under a structure holds: BRCA1 expr act, FLuc counter
> CCOC(=O)c1ccc(N2C(=O)c3n[nH]c(-c4ccco4)c3C2c2ccc(O)c(OC)c2)cc1 (configuration not stated)
 : -47%, 1%
> CCCCN(Cc1ccccc1)S(=O)(=O)c1ccc2c(c1)CC(C)N2C(=O)CC (configuration not stated)
 : 10%, -14%
> Cc1cccc(N2C(=O)CSC23C(=O)N(C)c2ccccc23)c1 (configuration not stated)
 : 1%, -8%

# Returning to the listing, repeating the three entries before the break.
# The line under a structure holds: BRCA1 expr act, FLuc counter
> Cc1c(Cl)cccc1NC(=O)Nc1ccc2snnc2c1
 : -50%, ?
> COC(=O)c1ccccc1NC(=O)Cn1c(=O)cc(C)c2c(C)nn(-c3cccc(Cl)c3C)c21
 : 5%, 0%
> COc1cc(N2C(=O)CSC23C(=O)N(Cc2ccc(C)cc2)c2ccccc23)cc(OC)c1OC (configuration not stated)
 : -10%, -6%
> CCC1CCCCN1CCCNC(=O)c1ccc2c(c1)N(Cc1cccc(C)c1)C(=O)c1ccccc1S2(=O)=O (configuration not stated)
 : -53%, -1%
> O=C(Cn1c(=O)n(-c2ccc(F)cc2)c(=O)c2sc3ccccc3c21)N1CCCC1
 : 0%, 3%
> O=C(OCc1cc(=O)n2nc(-c3cccs3)sc2n1)c1cccc(F)c1
 : 0%, 1%
> Cc1cn2c(=O)cc(COc3ccc(C(C)(C)C)cc3)nc2s1
 : 2%, -19%
> COc1ccc(OC)c(NC(=O)N2CCN(Cc3nc4ccc(C)cc4o3)CC2)c1
 : -18%, -2%
> CCc1ccc(CNC(=O)CSc2cc(=O)n(C)c3ccc(Cl)cc23)cc1
 : 9%, -7%
> COc1ccc(NC(=O)c2nnn(Cc3nc(-c4cc(OC)c(OC)c(OC)c4)oc3C)c2C)cc1
 : 1%, -14%
> CCc1ccc(CNC(=O)CN(c2ccc(C)cc2)S(=O)(=O)N(C)C)cc1
 : -9%, -16%
> CCc1ccc(C(=O)c2cn(CC(=O)Nc3ccc4c(c3)OCO4)c3ccc(Cl)cc3c2=O)cc1
 : 2%, 1%
> Nc1nonc1C(=O)NCCNCc1cccc(Cl)c1Cl
 : 10%, 2%
> COC(=O)c1ccc(Cl)cc1NC(=O)NCCc1c(C)nn(C)c1C
 : 0%, -10%
> Cc1ccc(N(CC(=O)N2CCN(c3ccccc3)CC2)S(=O)(=O)c2c(C)noc2C)cc1
 : 20%, -7%
> CCN(c1ccccc1)S(=O)(=O)c1c(-c2ccc(C)cc2)csc1C(=O)OC
 : -21%, -10%
> COc1ccc(S(=O)(=O)NCc2ccc(C(=O)NCc3ccccc3)cc2)cc1
 : 0%, -3%
> Cc1cccn2c(=O)c3cc(C(=O)NC(C)c4ccccc4)c(=N)n(CCOCCO)c3nc12 (configuration not stated)
 : 6%, 1%
> COc1ccc(NC(=O)NCCn2nnc3cc(S(=O)(=O)N(C)C)ccc32)cc1
 : 9%, -2%
> O=C(NCCOCCn1c(=O)oc2ccccc21)Nc1cccc(Cl)c1
 : -6%, -1%
> O=C(CN1CCSc2ccccc21)N1CCCCC1
 : 2%, -3%
> CCN(CC)CCOC(=O)c1ccc(NC(=O)c2cc3c(s2)-c2ccccc2OC3)cc1
 : -2%, -11%
> COc1ccc2c(c1)c1c(c(=O)n(Cc3ccccc3)c(=O)n1Cc1ccccc1)n2C
 : 13%, -2%

# Continuation.
# The line under a structure holds: BRCA1 expr act, FLuc counter
> CC(C)Cn1cc(NC(=O)N2CCN(c3ccc(F)cc3)CC2)c2ccccc2c1=O
 : -10%, 5%
> Cc1ccc(NC(=O)Cn2c(=O)n(Cc3ccc4c(c3)OCO4)c(=O)c3ccc(C(=O)NC4CCCCC4)cc32)cc1
 : 16%, 1%
> CCc1cccc(NC(=O)c2nnn(Cc3ccc(SC)cc3)c2N)c1
 : 12%, -4%
> Cc1cc(F)ccc1NC(=O)c1csc2c1CCC(C)C2 (configuration not stated)
 : ?, ?
> O=C(CSc1ncc2c(n1)-c1cc(Cl)ccc1N(Cc1ccccc1)S2(=O)=O)Nc1ccc(F)cc1F
 : -7%, -5%
> O=C1CC(c2ccccc2)Sc2ccccc2N1Cc1ccc(F)cc1 (configuration not stated)
 : -38%, -18%
> COc1cc2ccccc2cc1C(=O)N1CCN(c2nc3c(C)cc(C)cc3s2)CC1
 : 0%, 1%
> CCCCNc1nc2ccccc2c2nc(-c3ccccc3)nn12
 : -14%, 3%
> CC1CCC(NC(=O)c2ccc3c(c2)N(Cc2ccccc2F)C(=O)c2ccccc2S3(=O)=O)CC1 (configuration not stated)
 : 6%, 6%
> COC(=O)c1cc(Nc2nc3ccccc3nc2NS(=O)(=O)c2ccc(C)cc2)ccc1Cl
 : -12%, 19µM*
> COc1ccc(-c2noc(-c3ccc(N4CCOCC4)c([N+](=O)[O-])c3)n2)cc1
 : 4%, ?
> CCOC(=O)c1cccc(NC(=O)C(C)n2c(C)c3cnn(-c4ccccc4)c(=O)c3c2C)c1 (configuration not stated)
 : -3%, -13%
> CCOc1cc(C(=O)OCc2cc(=O)n3nc(C4CC4)sc3n2)cc(OCC)c1OCC
 : 7%, -7%
> COc1ccc(CCNC(=O)c2ccc3c(Cl)c4c(nc3c2)CCCC4)cc1OC
 : -19%, -16%
> COc1ccc(-c2cc3nc(C)c(CCC(=O)NCc4ccccc4Cl)c(C)n3n2)c(OC)c1
 : 5%, -14%
> Cc1ccc(CNc2ccc(-c3nc(-c4ccncc4)no3)cc2[N+](=O)[O-])cc1
 : 0%, ?
> COc1cccc(CCNC(=O)c2c(O)nc3ccccn3c2=O)c1
 : 2%, -9%
> O=C(C1CCCN(S(=O)(=O)c2cccs2)C1)N1CCN(c2ccccc2F)CC1 (configuration not stated)
 : -19%, 7%
> COc1ccccc1CNC(=O)CSc1cc(C)[nH]c(=O)n1
 : 1%, 1%
> COc1cc(NC(=O)c2c(C)oc3c2C2=NCCN2C=N3)cc(OC)c1OC
 : -8%, -5%

# Arranged by count of non-hydrogen atoms (falling): some entries from above.
# The line under a structure holds: BRCA1 expr act, FLuc counter
> COc1ccc(CC(=O)Nc2c(C(=O)Nc3ccc(F)cc3)oc3ccccc23)cc1OC
 : 36%, -6%
> COc1cccc(CNC(=O)CN(c2ccc(C)cc2)S(=O)(=O)N(C)C)c1OC
 : 8%, 5%
> CCc1cccc(NC(=O)c2nnn(Cc3ccc(SC)cc3)c2N)c1
 : 12%, -4%

# In the list so far, these contain bromine:
# The line under a structure holds: BRCA1 expr act, FLuc counter
> COc1cccc(C(=O)Nc2ccccc2-c2nnc(-c3cc(OC)ccc3Br)o2)c1
 : 12%, -1%
> COc1ccc(C2C=C(c3ccc(Br)cc3)Nc3nnnn32)c(OC)c1 (configuration not stated)
 : 14%, -11%
> CCOC(=O)c1c(C)oc2ccc(N(C(=O)c3ccncc3)S(=O)(=O)c3ccc(Br)cc3)cc12
 : -55%, 0%
> Cc1ccc(NC(=O)CC2Sc3ccccc3NC2=O)c(Br)c1 (configuration not stated)
 : -2%, -5%
> Cc1ccc(-n2c(=O)c3cccnc3n2CC(=O)Nc2ccc(Br)cc2)cc1C
 : -6%, -9%

# Additional structures.
# The line under a structure holds: BRCA1 expr act, FLuc counter
> COc1cc2c(cc1OC)C(COc1ccc(F)cc1)N(C(=O)c1ccccc1F)CC2 (configuration not stated)
 : -20%, -13%
> O=C(CSc1nc2c([nH]c3ccccc32)c(=O)n1-c1ccc(Cl)cc1)N1CCCC1
 : -9%, -2%
> CCOC(=O)c1cccc(NC(=O)CCS(=O)(=O)c2ccc3c(c2)CC(=O)N3C)c1
 : -7%, -5%
> CCS(=O)(=O)N1CCc2cc(C(=O)NCc3ccccc3OC)ccc21
 : 0%, -7%
> CC(C)Cn1cc(NC(=O)NCc2ccc(Cl)cc2)c2ccccc2c1=O
 : -6%, 6%
> COc1ccc(-n2c(SCCC(C)C)nc3sc4c(c3c2=O)CC(C(C)C)OC4)cc1 (configuration not stated)
 : -4%, -2%
> Cc1ccc(-c2nc3sc(CCNC(=O)c4ccc(C)c(C)c4)c(C)n3n2)cc1
 : 49%, ?
> CC(=O)c1cccc(NC(=O)CN2C(=O)c3ccccc3Sc3ncccc32)c1
 : -17%, 4%

# Some of the compounds tested; count on the stated rates, not on these rows.
